NPSR antag: antagonists of human neuropeptide S receptor cAMP signaling; Q6W5P4; CHO-NPSR cells, cAMP TR-FRET, antagonist mode; Potency, µM (series often up to 38.3 µM), for inactives: at the highest dose activity change, negative = inhibition, hits mostly inhibitors; 1% of 220,000 active; AID 1461; also: potency is read from the fitted curve at half-maximal effect; % is scaled to controls: 0 for no effect and ±100 for the full control effect; nearly all actives have a fitted effect of over 50% in size; many of its hits are not listed in these tables
Target sequence (Q6W5P4 whole entry, looked up): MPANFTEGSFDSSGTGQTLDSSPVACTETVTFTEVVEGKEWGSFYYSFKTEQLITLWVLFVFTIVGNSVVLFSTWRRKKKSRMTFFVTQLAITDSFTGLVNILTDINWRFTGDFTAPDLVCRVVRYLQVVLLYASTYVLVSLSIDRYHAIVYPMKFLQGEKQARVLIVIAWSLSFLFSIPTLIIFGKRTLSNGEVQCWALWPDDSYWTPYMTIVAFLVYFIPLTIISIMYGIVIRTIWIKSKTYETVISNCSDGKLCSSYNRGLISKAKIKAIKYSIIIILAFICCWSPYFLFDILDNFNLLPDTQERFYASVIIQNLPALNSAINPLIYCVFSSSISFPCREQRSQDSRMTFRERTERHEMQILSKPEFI
IMPase Li inh: cell-permeable IMPase inhibitors with lithium potentiation; CHO-M1 cells, IP1 TR-FRET (IP-One), carbachol + lithium; Potency, µM (top dose mostly 59.4 µM), without a hit: top-dose activity, negative = IMPase inhibition, hits mostly inhibitors; 0.35% of 210,000 active;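 also: IP1 builds up when IMPase is blocked and the TR-FRET signal falls; potency is read from the fitted curve at half-maximal effect; plate controls were basal vehicle for no effect and high inhibitor control for full effect; nearly all actives have a fitted effect of over 50% in size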
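CHO cells stably expressing M1 receptor (2000/well) were cultured 16–30 h, then exposed to compounds with a small lithium addition for 30 min at 37C. IP1 was measured by TR-FRET competition; AC50 from Hill fits.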
Epigenetic derep: regulators of epigenetic silencing causing reporter derepression in mouse cells; murine LDR cells, GFP reporter derepression, 30 h; Potency, µM (titrated, usually from 53.9 µM), for the others: at the top dose GFP activation, actives largely listed as activators; 0.2% of 280,000 active; also: potency is read from the fitted curve at half-maximal effect; % of control where 0% means no effect; nearly all actives have a fitted effect of over 60% in size
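Readout is the number of GFP-expressing murine LDR cells, counted by cytometry following washing. Cells were treated with compound for 30 h at 37 C; the stably integrated CMV-GFP locus is normally silent.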
CBFb-RUNX1 inh: blocks binding between human CBF-beta and RUNX1; Q01196+Q13951; AlphaScreen CBFb-His/RUNX1-biotin binding, biochemical; Potency, µM (highest dose often 59.8 µM), for inactives: at the highest dose activity, negative = inhibition, actives largely listed as inhibitors; 230,000 tested, under 10 active; AID 1477; also: % of control where 0% means no effect
Target sequence (Q01196 whole entry, looked up): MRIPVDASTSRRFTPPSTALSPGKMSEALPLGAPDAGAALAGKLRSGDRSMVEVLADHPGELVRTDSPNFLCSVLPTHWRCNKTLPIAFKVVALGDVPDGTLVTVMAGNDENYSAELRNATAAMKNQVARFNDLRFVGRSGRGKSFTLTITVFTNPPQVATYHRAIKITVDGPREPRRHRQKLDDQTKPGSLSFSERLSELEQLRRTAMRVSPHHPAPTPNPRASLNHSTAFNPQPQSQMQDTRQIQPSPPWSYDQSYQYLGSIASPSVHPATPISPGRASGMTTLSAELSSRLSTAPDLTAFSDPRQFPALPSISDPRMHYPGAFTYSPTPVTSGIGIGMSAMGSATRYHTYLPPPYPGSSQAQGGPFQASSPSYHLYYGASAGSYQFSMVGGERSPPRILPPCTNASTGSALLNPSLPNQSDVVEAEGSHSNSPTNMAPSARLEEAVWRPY
Target sequence (Q13951 whole entry, looked up): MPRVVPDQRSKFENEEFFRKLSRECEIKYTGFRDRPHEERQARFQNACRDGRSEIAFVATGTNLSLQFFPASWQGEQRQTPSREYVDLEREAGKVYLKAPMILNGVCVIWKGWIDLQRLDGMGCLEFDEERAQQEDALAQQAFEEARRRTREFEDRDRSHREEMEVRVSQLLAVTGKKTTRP
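Interaction loss through any mechanism counts as activity. Pre-formed complex of His-CBF-beta and biotin-RUNX1 (30 nM apiece) is incubated with compound 15 min, then with 50 ng nickel and 50 ng streptavidin beads for 90 min before AlphaScreen detection.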
LMNA splice mod: changes lamin A minigene splicing in HeLa cells. HeLa LMNA splicing GFP/RFP minigene ratio, 48 h. Potency, µM (highest dose often 46.1 µM), inactives show top-dose ratio change, negative = inhibition, most hits filed as inhibitors. 0.01% of 200,000 active. AID 1487; active = well fitted inhibition curve with a large enough effect in the signal ratio, with a control signal flat, not every such curve was filed as active; inconclusive = small, poorly fitted or top-dose-only effect, or effect the other way, or a change in a side signal; the % refers to the signal ratio; also: potency is read from the fitted curve at half-maximal effect; % is scaled to controls: 0 for no effect and ±100 for the full control effect
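S3 HeLa stable clones carrying a lamin A-EGFP splicing minigene plus DsRed2 were seeded at 600 cells/well in Opti-MEM with 2% FBS, pin-dosed and incubated 48 h at 37°C. Acumen cytometry (488 nm) gave the GFP/RFP total-intensity ratio.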
Luc counter: blocks Kinase-Glo luciferase, a counter-screen artifact | Potency, µM (doses to about 38.3 µM), without a hit: at the top dose activity change, negative = inhibition, usual class: inhibitors | Q27757 | 0.28% of 200,000 active | Kinase-Glo luciferase, ATP luminescence, 8 min; also: potency is read from the fitted curve at half-maximal effect; % is scaled to controls: 0 for no effect and ±100 for the full control effect; nearly all actives have a fitted effect of over 60% in size
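Light output from Kinase-Glo luciferase with luciferin and 10 uM ATP in 50 mM imidazole pH 7.2, KCl, MgCl2, Tween 20, BSA; compound pin-delivered, 8-min ambient incubation, then luminescence read.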
HTT aggregate: mutant huntingtin aggregation inhibition | PC12 HttQ103-GFP aggregates, Acumen cytometry, 40 h | Potency, µM (top dose mostly 46.1 µM), inactives show at the highest dose activity change, negative = inhibition, usual class: inhibitors | 1.1% of 220,000 active; also: potency is read from the fitted curve at half-maximal effect; % is scaled to controls: 0 for no effect and ±100 for the full control effect; nearly all actives have a fitted effect of over 60% in size
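Inducible Q103 Huntingtin exon 1–GFP PC12 line, 1500 cells/well in phenol red free DMEM with 5% equine and 5% calf serum. Tebufenozide 100 nM induced expression; compounds titrated; aggregates quantified by cytometry.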
The depositor's hits bear a star; ? = inconclusive; / = no result given; [ ] = dose if it differs, or a comment. Unless noted, calls follow the shape of the dose curve; as a rule, active = well fitted curve in the direction sought with a large enough effect; inconclusive = small, poorly fitted or top-dose-only effect, or another doubt; inactive = no such curve, though single readings can be large; an effect the other way counts as inactive or inconclusive. Only part of the results is shown, so the mix of outcomes need not match the whole.

SMILES	NPSR antag	IMPase Li inh	Epigenetic derep	CBFb-RUNX1 inh	LMNA splice mod	Luc counter	HTT aggregate
CC(=O)Nc1ccc(OCC(O)CN2CCCCC2C)cc1 (configuration not stated)	12%	0%	-1.5%	1%	-8%	-2%	-20%
COc1cccc(NC(=O)CN2C(=O)NC(C)(CCC(C)C)C2=O)c1 (configuration not stated)	2%	-7%	-1.4%	-8%	15%[46 µM]	-2%	14%
CCCC[n+]1ccn(-c2nc3ccccc3nc2[N-]S(=O)(=O)c2ccc(C)cc2)c1	-5%[46.1 µM]	18%[38.3 µM]	-2.7%	4%	-1%	1%	7%
Cc1ccc(-c2nnn(CC(=O)N3CCN(c4nc5ccccc5s4)CC3)n2)cc1	7%[46.1 µM]	-16%[38.3 µM]	-0.7%	10%	?	-4%	-12%
Cn1c(=O)c2c(nc(NCc3ccc4c(c3)OCO4)n2Cc2ccccc2Cl)n(C)c1=O	-18%[46.1 µM]	31%[38.3 µM]	0.0%	10%	-3%	0%	-6%
O=[N+]([O-])c1cccc(-c2cc(C(F)(F)F)n3nc(-c4ccccc4)cc3n2)c1	7%	/	-1.8%	4%	/	/	-30%[9.22 µM]
Cc1ccc2[nH]c(=O)c(CN(CCCN(C)C)C(=S)NCCc3ccccc3)cc2c1	33%	16%	2.2%	-1%	-8%[46 µM]	-6%	-8%[9.22 µM]
CCn1c(-c2ccoc2C)n[nH]c1=S	-5%[46.1 µM]	2%[38.3 µM]	-1.4%	0%	5%	6%	-3%
CC1(C)Cc2c(sc3nc4n(-c5ccccc5)cnn4c(=O)c23)CO1	11%	/	0.4%	9%	/	/	-18%[9.22 µM]
CC(=O)c1ccc(N(C(=O)Cn2nnc(-c3ccccc3)n2)C(C(=O)NC2CCCCC2)c2ccccn2)cc1 (configuration not stated)	26%	-6%	1.8%	6%	-1%	0%	-7%
OC1CCCN(c2c3c(nc4cc(-c5cccc(Cl)c5)nn24)CCC3)C1 (configuration not stated)	-23%[46.1 µM]	23%	?	-3%	?	3%	1%
O=C(NC1CCCCC1)C(c1cccnc1)N(C(=O)c1csnn1)C1CCCC1 (configuration not stated)	0%[46.1 µM]	9%	-2.0%	0%	-2%	2%	10%
CC(C)C(=O)N1CCN(c2ccccc2NC(=O)c2cccc(Cl)c2)CC1	-29%[46.1 µM]	1%[38.3 µM]	-1.1%	-4%	-5%	-4%	4%
CCCC(=O)NCCCc1nc2ccccc2n1C	2%[46.1 µM]	3%[38.3 µM]	0.0%	-5%	-13%	10%	-5%
Clc1ccc(COc2cccc(CNCc3ccncc3)c2)cc1	6%	19%	0.9%	-2%	14%[46 µM]	0%	?
Cc1cc(C)n(C(=O)CCC(=O)NCc2ccccc2)n1	-9%[46.1 µM]	-13%[38.3 µM]	-2.2%	4%	2%	9%	4%
CCN(c1ccccc1)S(=O)(=O)c1ccc(Cl)c(NC(=O)COC(=O)C2CC2C)c1 (configuration not stated)	-30%	6%	-0.1%	6%	1%[46 µM]	0%	-3%
O=C(Nc1ccc(Cl)cc1)C1=Cc2ccccc2OC1	-19%[46.1 µM]	-8%[38.3 µM]	-7.6%	1%	-4%	1%	-9%[9.22 µM]
COc1ccc(CC(=O)Nc2c3c(nn2-c2cccc(C)c2C)CS(=O)(=O)C3)cc1	1%[46.1 µM]	1%	0.9%	20%	-6%	1%	2%
CCC(C)NCCOCCOc1ccc(F)cc1 (configuration not stated)	6%[46.1 µM]	4%[38.3 µM]	-7.1%	2%	-1%	0%	-8%
CC(C)COc1ccc(C2NC(=O)NC2=O)cc1 (configuration not stated)	5%[46.1 µM]	15%[38.3 µM]	-13%	9%	-10%	1%	2%
CCCN1CCN(C(=O)Cn2ncc3ccccc32)CC1	9%[46.1 µM]	25%[38.3 µM]	3.8%	-2%	-9%	-1%	-21%
Cc1ccc(NC2=CC(=O)CC(c3ccccc3)C2)cc1 (configuration not stated)	-7%	1%	-1.0%	3%	?	9%	-7%
O=C(OCC(=O)N1CCN(C(=O)c2ccco2)CC1)c1cn(-c2ccccc2)nc1-c1ccccc1	-27%[46.1 µM]	-7%[38.3 µM]	0.8%	-4%	3%	-7%	-12%
O=C(Cn1nc(-c2ccc(Cl)cc2)ccc1=O)NCCN1CCOCC1	5%[46.1 µM]	1%[38.3 µM]	0.0%	0%	-11%	0%	7%
O=C(NCCO)/C(=C\c1ccco1)NC(=O)c1cccs1	4%	15%	-1.2%	-10%	/	1%	6%
CC1=Nc2ccccc2N=C(NC(=O)CSc2nnnn2-c2ccccc2)C1c1ccccc1 (configuration not stated)	?	-9%[38.3 µM]	-0.7%	-9%	?	1%	-2%
CCCc1cc(C(=O)NCc2ccc(OC)cc2)no1	0%[46.1 µM]	-1%[38.3 µM]	0.8%	10%	-3%	-4%	-2%
N#Cc1ccc(Oc2nc(C#N)cc(-c3ccccc3)n2)cc1	-17%	9%	-0.9%	2%	?	2%	14%
C/C(=C\c1ccccc1)CN1CCC(C(=O)N2CCCCC2)CC1	9%	15%	2.4%	-4%	4%	11%	25%
Cc1ccc(Oc2ncccc2COC(=O)Nc2ccccc2C)cc1	?	19%	0.3%	25%	-24%[46 µM]	4%	?
O=C(N/N=C/c1cccc(Oc2ccccc2)c1)c1cccc(Br)c1	-28%[46.1 µM]	-1%[38.3 µM]	0.0%	-1%	6%	-15%	?
CN(C)C(=O)N1CCN(C(=O)N2CCOCC2)CC1	1%[46.1 µM]	9%	-0.8%	-2%	-4%	-2%	0%
COc1cccc(C(c2sc3nc(C)nn3c2O)N2CCc3ccccc3C2)c1 (configuration not stated)	5%[46.1 µM]	21%[38.3 µM]	0.0%	4%	-8%	-1%	-7%
O=C(NNc1nc2ccccc2s1)c1ccc(F)cc1	11%	-2%	0.0%	3%	?	1%	-21%
Fc1ccccc1COc1ccc(-c2nnn(Cc3ccccc3F)n2)cc1	-27%[46.1 µM]	23%[38.3 µM]	-2.2%	?	-11%	2%	-5%

Record cards (already shown):
Results for `O=C(NCCO)/C(=C\c1ccco1)NC(=O)c1cccs1` : NPSR antag = 4%; IMPase Li inh = 15%; Epigenetic derep = -1.2%; CBFb-RUNX1 inh = -10%; LMNA splice mod = /; Luc counter = 1%; HTT aggregate = 6%
Results for `CC1=Nc2ccccc2N=C(NC(=O)CSc2nnnn2-c2ccccc2)C1c1ccccc1` (configuration not stated) : NPSR antag = ?; IMPase Li inh = -9%[38.3 µM]; Epigenetic derep = -0.7%; CBFb-RUNX1 inh = -9%; LMNA splice mod = ?; Luc counter = 1%; HTT aggregate = -2%

(list continues)
SMILES	NPSR antag	IMPase Li inh	Epigenetic derep	CBFb-RUNX1 inh	LMNA splice mod	Luc counter	HTT aggregate
COC(=O)CC1C(C)(C)C(=O)C2CC3=C(CC[C@]4(C)C3=CC(=O)OC4c3ccoc3)[C@@]1(C)C2=O (some centres not stated)	/	5%	1.2%	/	16%	0%	/
Cc1ccc(NC(=O)C(=O)NN=C2CCCC2)cc1C	-22%	5%	12%	-4%	15%[46 µM]	-3%	-6%[9.22 µM]
CCc1ccc(/C([O-])=C(/C(=S)NCCN2CCOCC2)[n+]2ccccc2)cc1	-5%	-1%	0.0%	-6%	/	-4%	-14%
COc1ccc(C(C(=O)NC2CCCC2)N(CC2CCCO2)C(=O)Cc2cccs2)cc1OC (configuration not stated)	8%	9%	3.8%	3%	20%[46 µM]	1%	-6%[9.22 µM]
O=C(CCc1ccc(O)cc1)NNC(=S)NCCc1ccccc1	-12%	/	1.1%	2%	25%[46 µM]	/	-1%[9.22 µM]
O=C(Cc1ccc(F)cc1)N/N=C/c1ccc(-c2ccc(Cl)c(C(=O)O)c2)o1	-7%	0%	-1.9%	16%	/	5%	12%
O=C(CSc1nc2nc3c(cc2c(=O)n1-c1ccccc1)CCCC3)Nc1cccc2ccccc12	-17%	14%	-1.0%	-6%	-6%	0%	-10%
CC(C)(CO)NCC(O)Cn1cc(C=O)c2ccccc21 (configuration not stated)	14%	-7%	1.1%	-10%	/	4%	-14%
CN(C)S(=O)(=O)c1ccc(C(=O)Nc2nc(-c3cc4ccccc4o3)cs2)cc1	-7%	12%	3.4%	-2%	?	-4%	?
C=C(C)CNC(=S)Nc1cccc2cnccc12	-7%[46.1 µM]	/	-1.1%	3%	?	/	?
CC1(C)CC(=O)c2c(nc(SCC(=O)Nc3nsc(-c4ccccc4)n3)c(C#N)c2-c2ccccc2)C1	?	?	1.1%	-2%	-7%	-3%	?
CN(CCc1ccccn1)S(=O)(=O)c1ccccc1F	-5%[46.1 µM]	/	-6.0%	7%	7%	/	-14%
CCC(Oc1ccccc1)C(=O)NC1CCSC1=O (configuration not stated)	15%	?	2.2%	-3%	?	0%	3%[9.22 µM]
CCOC(=O)N1CCN(C(=O)c2cc(OC)cc(OC)c2)CC1	-1%[46.1 µM]	7%[38.3 µM]	-2.2%	2%	-6%	-2%	10%
O=C1CC(C(=O)Nc2ccc(F)cc2)n2cnnc2N1 (configuration not stated)	-1%	1%	-1.5%	8%	?	3%	3%[9.22 µM]
O=C(OCc1ccc(Cl)cc1Cl)c1cccnc1Cl	-14%[46.1 µM]	11%[38.3 µM]	4.3%	?	-15%	0%	7%
CCOC(=O)c1ccccc1C(=O)N1CCOCCOCCOCC1	10%	-12%	-1.9%	-17%	5%	1%	-15%

Reformatted field by field: entries from further up
> O=C1CC(C(=O)Nc2ccc(F)cc2)n2cnnc2N1 (configuration not stated)
  NPSR antag: -1%
  IMPase Li inh: 1%
  Epigenetic derep: -1.5%
  CBFb-RUNX1 inh: 8%
  LMNA splice mod: ?
  Luc counter: 3%
  HTT aggregate: 3%[9.22 µM]
> CCC(Oc1ccccc1)C(=O)NC1CCSC1=O (configuration not stated)
  NPSR antag: 15%
  IMPase Li inh: ?
  Epigenetic derep: 2.2%
  CBFb-RUNX1 inh: -3%
  LMNA splice mod: ?
  Luc counter: 0%
  HTT aggregate: 3%[9.22 µM]
> O=C(OCc1ccc(Cl)cc1Cl)c1cccnc1Cl
  NPSR antag: -14%[46.1 µM]
  IMPase Li inh: 11%[38.3 µM]
  Epigenetic derep: 4.3%
  CBFb-RUNX1 inh: ?
  LMNA splice mod: -15%
  Luc counter: 0%
  HTT aggregate: 7%
> CCOC(=O)N1CCN(C(=O)c2cc(OC)cc(OC)c2)CC1
  NPSR antag: -1%[46.1 µM]
  IMPase Li inh: 7%[38.3 µM]
  Epigenetic derep: -2.2%
  CBFb-RUNX1 inh: 2%
  LMNA splice mod: -6%
  Luc counter: -2%
  HTT aggregate: 10%

Screens deposited in PubChem by National Center for Advancing Translational Sciences (NCATS).
